NOD1 inhibition = inhibition of NOD1-driven NF-kB reporter – cell-based, luminescence, uHTS, primary screen (AID 1578); NOD1-driven NF-kB luciferase reporter cells, luminescence; higher % means a stronger effect; inhibition, % at 4 µM, or EC50 in µM where a hit was titrated; 1% of 290,000 active; in the data active means inhibition mostly above about 36%, no sharp cut-off; inactive means mostly below about 34%;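 further: HEK-293T reporter cells stimulated with the NOD1 agonist gamma-tri-DAP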
GPR55 antagonists = inhibition of LPI-stimulated GPR55 beta-arrestin translocation – imaging, U2OS, beta-arrestin-GFP, LPI agonist, primary screen (AID 2013); U2OS GPR55 beta-arrestin-GFP translocation imaging, LPI antagonism; higher % means a stronger effect; inhibition, % at 10 µM, or IC50 in µM where a hit was titrated; 0.13% of 290,000 active;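 active means spots per cell inhibited over 60%, with over 100 cells counted and total cytoplasm intensity under 500,000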;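 further: U2OS cells stably carrying GPR55 and arrestin-GFP stimulated by 5 µM LPI near EC80; imaged beta-arrestin-GFP aggregate spots per cell after agonist stimulation; plate controls were LPI-stimulated DMSO wells for no effect and DMSO wells without LPI for full effect; some results filed as inactive read as strong as hits; confirmed hits need IC50 under 10 µM and bright autofluorescent wells are also inconclusive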
SV40 large T antigen = TAg ATPase/helicase activity blockers – biochemical (AID 1903). SV40 large T antigen ATPase/helicase inhibition assay; higher % means a stronger effect. one-dose inhibition, % at 20 µM; IC50 in µM for titrated hits. 0.39% of 310,000 active; in the data active means a potency from the dose series; further: strong numbers were not always called active
KOR beta-arrestin-1 = kappa opioid receptor activators – cell-based, luminescence, uHTS, primary screen (AID 1777). KOR beta-arrestin recruitment, luminescence; higher % means a stronger effect. activation, % at 10 µM; hits with a dose series show EC50 in µM. 0.02% of 280,000 active; in the data active means activation above about 50%, passing the limit was not always enough; further: a part of the inactive calls stands beside numbers as strong as those of hits
KOR beta-arrestin-2 = kappa opioid receptor blockers – cell-based, luminescence, uHTS (AID 1778); KOR beta-arrestin recruitment, luminescence, antagonist mode; higher % means a stronger effect; one-dose inhibition, % at 10 µM; IC50 in µM for titrated hits; 0.091% of 290,000 active; further: strong numbers were not always called active
MgcRacGAP inhibition = MgcRacGAP GTPase-activating activity inhibitors, confirmation, biochemical, ADP Hunter fluorescence; MgcRacGAP-stimulated Rac1 GTP hydrolysis, ADP Hunter fluorescence; higher % means a stronger effect; GST-tagged Rac1 F28L mutant substrate; one-dose inhibition, % at 30 µM; IC50 in µM for titrated hits; 0.6% of 340,000 active; AID 624330;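 active means first-screen hits whose inhibition reached a set limit at any dose in the follow-up dose series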;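 further: fluorescence reports GDP produced by GAP-driven GTP hydrolysis; strong numbers were not always called active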
NOD2 inhibition = NOD2 signaling inhibitors, cell-based, luminescence, uHTS, HEK293 (AID 1566) | HEK293 NOD2/NF-kB luciferase reporter, luminescence; higher % means a stronger effect | inhibition, % at 4 µM; hits with a dose series show EC50 in µM | 0.63% of 290,000 active; further: many of its hits are not listed in these tables
HIV peptide binding = inhibitors of HIV fusion peptide binding, primary screen, biochemical, uHTS, fluorescence dequenching (AID 1986). cell-free peptide binding, fluorescence dequenching, 30 min; higher % means a stronger effect. inhibition, % at 20 µM, or IC50 in µM where a hit was titrated. 0.3% of 290,000 active; in the data active means inhibition mostly above about 52%, no sharp cut-off; inactive means mostly below about 76%; further: some results filed as inactive read as strong as hits
GPR55 activation = GPR55 agonists via beta-arrestin recruitment, primary screen, imaging, U2OS cells, beta-arrestin-GFP redistribution (AID 1961); U2OS GPR55 beta-arrestin-GFP redistribution imaging; higher % means a stronger effect; activation, % at 10 µM, or EC50 in µM where a hit was titrated; 0.048% of 290,000 active;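 active means activation above 40% with more than 50 cells counted in the well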;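 further: U2OS osteosarcoma cells stably expressing GPR55 and beta-arrestin-GFP; plate controls were DMSO negative control for no effect and LPI positive control for full effect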
Numbers without * were called inactive; [ ] = remark or other dose. Unless noted, no stated cut-off is given here; in the data, active means inhibition above about 50%; inactive means the rest. The list is partial; count on the stated rates, not on these rows.

CNc1cc(CSC)nc(SCc2ccc(Cl)c(Cl)c2)n1 was read as NOD1 inhibition -3%, GPR55 antagonists 7%, SV40 large T antigen 10%, KOR beta-arrestin-1 -1.9%, KOR beta-arrestin-2 2%, MgcRacGAP inhibition 9%, NOD2 inhibition 8%, HIV peptide binding 1.0% and GPR55 activation 0.7%.
Screening CCN(CC)S(=O)(=O)c1ccc2[nH]c(=O)cc(C(=O)Nc3ccccc3N3CCCC3)c2c1 returned NOD1 inhibition -17%, GPR55 antagonists 5%, SV40 large T antigen 11%, KOR beta-arrestin-1 4.8%, KOR beta-arrestin-2 -18%, MgcRacGAP inhibition 7%, NOD2 inhibition 4%, HIV peptide binding -0.5% and GPR55 activation -0.1%.
`Cc1ccccc1CN1C[C@@H]2C[C@@H](c3cnc(N4CCOCC4)s3)N3CCC[C@@]23C1=O` gave NOD1 inhibition -35%, GPR55 antagonists 3%, SV40 large T antigen 9%, KOR beta-arrestin-2 -24%[20 µM], MgcRacGAP inhibition 7%, NOD2 inhibition -7%, HIV peptide binding 28% and GPR55 activation -0.2%.
Screening CCc1ccc(NC(=O)C(=O)c2cn(CC(=O)N3CCCCC3)c3ccccc23)cc1 returned NOD1 inhibition -25%, GPR55 antagonists -1%, SV40 large T antigen 17%, KOR beta-arrestin-1 7.9%, KOR beta-arrestin-2 16%, MgcRacGAP inhibition 8%, NOD2 inhibition 4%, HIV peptide binding 2.4% and GPR55 activation -0.1%.
[S-]C(=Nc1ccc(Cl)cc1)N[n+]1ccccc1 was read as NOD1 inhibition 104%*, GPR55 antagonists 4%, SV40 large T antigen 12%, KOR beta-arrestin-1 6.9%, KOR beta-arrestin-2 -47%, MgcRacGAP inhibition 15%, NOD2 inhibition -18%, HIV peptide binding -0.9% and GPR55 activation 0.3%.
Screening O=C(Cn1cc(SCc2ccc(F)cc2)c2ccccc21)N1CCOCC1 returned NOD1 inhibition 10%, GPR55 antagonists 4%, SV40 large T antigen -2%, KOR beta-arrestin-1 14%, KOR beta-arrestin-2 -29%, MgcRacGAP inhibition 9%, NOD2 inhibition -28%, HIV peptide binding -0.8% and GPR55 activation -0.1%.
For CCOC(=O)CN1C(=O)/C(=C/c2ccc(Cl)cc2)Oc2ccccc21 the results were NOD1 inhibition -23%, GPR55 antagonists -2%, SV40 large T antigen 7%, KOR beta-arrestin-1 -7.7%, KOR beta-arrestin-2 31%, MgcRacGAP inhibition -2%, NOD2 inhibition 4%, HIV peptide binding 1.3% and GPR55 activation -0.3%.
Screening NNC(=S)NCc1cccnc1 returned NOD1 inhibition -7%, GPR55 antagonists 6%, SV40 large T antigen 16%, KOR beta-arrestin-1 1.2%, KOR beta-arrestin-2 -14%, MgcRacGAP inhibition 6%, NOD2 inhibition 10%, HIV peptide binding 0.2% and GPR55 activation 0.1%.
Screening COC(=O)c1ccc(NS(=O)(=O)N(C)C)cc1 returned NOD1 inhibition -12%, GPR55 antagonists 44%, SV40 large T antigen 2%, KOR beta-arrestin-1 4.9%, KOR beta-arrestin-2 -18%, MgcRacGAP inhibition 4%, NOD2 inhibition -2%, HIV peptide binding 2.8% and GPR55 activation 0.2%.
`O=C(Nc1ccccc1N1CCCCC1)c1ccc(OC(F)F)cc1` gave NOD1 inhibition 24%, GPR55 antagonists 2%, SV40 large T antigen 3%, KOR beta-arrestin-1 0.6%, KOR beta-arrestin-2 -15%, MgcRacGAP inhibition 1%, NOD2 inhibition -8%, HIV peptide binding 2.2% and GPR55 activation -0.1%.
CCN(CC(=O)NCc1ccc(Cl)cc1)C(=O)/C=C/c1ccco1 was read as NOD1 inhibition 2%, GPR55 antagonists -15%, SV40 large T antigen 6%, KOR beta-arrestin-1 48%, KOR beta-arrestin-2 -24%, MgcRacGAP inhibition 11%, NOD2 inhibition 14%, HIV peptide binding 13% and GPR55 activation 0.3%.
Screening CCOc1ccc(-n2cnnn2)cc1S(=O)(=O)N1CCCCC1 returned NOD1 inhibition -11%, GPR55 antagonists -12%, SV40 large T antigen 5%, KOR beta-arrestin-1 0.4%, KOR beta-arrestin-2 8%, MgcRacGAP inhibition 0%, NOD2 inhibition 0%, HIV peptide binding -0.2% and GPR55 activation -0.2%.
Screening COc1cc([N+](=O)[O-])cc2cc(C(=O)NC(C)(C)C)c(=O)oc12 returned NOD1 inhibition -4%, GPR55 antagonists 10%, SV40 large T antigen 8%, KOR beta-arrestin-2 -10%[20 µM], MgcRacGAP inhibition 11%, NOD2 inhibition -10%, HIV peptide binding -1.8% and GPR55 activation -0.1%.
For O=C(NC(=S)Nc1ccc(S(=O)(=O)Nc2ncccn2)cc1)c1ccc(Br)cc1 the results were NOD1 inhibition -10%, GPR55 antagonists 10%, SV40 large T antigen 5%, KOR beta-arrestin-1 -0.7%, KOR beta-arrestin-2 -4%, MgcRacGAP inhibition 11%, NOD2 inhibition 10%, HIV peptide binding 4.3% and GPR55 activation -0.2%.
For CC1CN(S(=O)(=O)c2ccc(C(=O)O)cc2)CC(C)O1 (stereo not drawn) the results were NOD1 inhibition -1%, GPR55 antagonists 3%, SV40 large T antigen 4%, KOR beta-arrestin-1 3.3%, KOR beta-arrestin-2 23%, MgcRacGAP inhibition 2%, NOD2 inhibition 23%, HIV peptide binding -1.2% and GPR55 activation 0.2%.
Screening Cc1ccc(NC(=O)COC(=O)C2C3CC4OC(=O)C2C4C3)cc1Cl (stereo not drawn) returned NOD1 inhibition -13%, GPR55 antagonists -4%, SV40 large T antigen 3%, KOR beta-arrestin-1 -0.9%, KOR beta-arrestin-2 9%, MgcRacGAP inhibition 6%, NOD2 inhibition 19%, HIV peptide binding -1.1% and GPR55 activation 0.0%.
`CC(C)(C)C(=O)Nc1ccccc1C(=O)NCc1ccco1` gave NOD1 inhibition 17%, GPR55 antagonists 3%, SV40 large T antigen 9%, KOR beta-arrestin-1 -3.9%, KOR beta-arrestin-2 -35%, MgcRacGAP inhibition 16%, NOD2 inhibition 6%, HIV peptide binding -3.7% and GPR55 activation -0.2%.
`Cc1ccc(C(=O)Nc2cccc(C(=O)NC3CCCC3)c2)cc1` gave NOD1 inhibition -15%, GPR55 antagonists -8%, SV40 large T antigen 17%, KOR beta-arrestin-1 -3.3%, KOR beta-arrestin-2 7%, MgcRacGAP inhibition 10%, NOD2 inhibition 2%, HIV peptide binding 0.3% and GPR55 activation 0.1%.
`Cc1ccc(C(=O)C2=C(O)C(=O)N(Cc3cccnc3)C2c2ccc(N(C)C)cc2)o1` (stereo not drawn) gave NOD1 inhibition -16%, GPR55 antagonists 2%, SV40 large T antigen 10%, KOR beta-arrestin-1 -3.2%, KOR beta-arrestin-2 9%, MgcRacGAP inhibition 14%, NOD2 inhibition -1%, HIV peptide binding -3.4% and GPR55 activation -0.2%.
CN(C)C(=O)CSC1c2ccccc2C(=O)N1c1ccccc1 (stereo not drawn) was read as NOD1 inhibition -7%, GPR55 antagonists 1%, SV40 large T antigen 0%, KOR beta-arrestin-1 -1.2%, KOR beta-arrestin-2 3%, MgcRacGAP inhibition -1%, NOD2 inhibition 13%, HIV peptide binding -0.6% and GPR55 activation 0.1%.

The closing 3 records of the section above are carried over, then new ones follow:
`Cc1ccc(C(=O)Nc2cccc(C(=O)NC3CCCC3)c2)cc1` gave NOD1 inhibition -15%, GPR55 antagonists -8%, SV40 large T antigen 17%, KOR beta-arrestin-1 -3.3%, KOR beta-arrestin-2 7%, MgcRacGAP inhibition 10%, NOD2 inhibition 2%, HIV peptide binding 0.3% and GPR55 activation 0.1%.
`Cc1ccc(C(=O)C2=C(O)C(=O)N(Cc3cccnc3)C2c2ccc(N(C)C)cc2)o1` (stereo not drawn) gave NOD1 inhibition -16%, GPR55 antagonists 2%, SV40 large T antigen 10%, KOR beta-arrestin-1 -3.2%, KOR beta-arrestin-2 9%, MgcRacGAP inhibition 14%, NOD2 inhibition -1%, HIV peptide binding -3.4% and GPR55 activation -0.2%.
CN(C)C(=O)CSC1c2ccccc2C(=O)N1c1ccccc1 (stereo not drawn) was read as NOD1 inhibition -7%, GPR55 antagonists 1%, SV40 large T antigen 0%, KOR beta-arrestin-1 -1.2%, KOR beta-arrestin-2 3%, MgcRacGAP inhibition -1%, NOD2 inhibition 13%, HIV peptide binding -0.6% and GPR55 activation 0.1%.
`O=C(O)c1ccc(-c2nc(-c3cccc(C(F)(F)F)c3)cs2)cc1` gave NOD1 inhibition 4%, GPR55 antagonists 20%, SV40 large T antigen -4%, KOR beta-arrestin-1 6.6%, KOR beta-arrestin-2 -37%, MgcRacGAP inhibition 12%, NOD2 inhibition 13%, HIV peptide binding 40% and GPR55 activation -0.3%.
O=S(=O)(c1cccc(-c2nnc3n2CCCCC3)c1)N1CCOCC1 was read as NOD1 inhibition -4%, GPR55 antagonists 8%, SV40 large T antigen 3%, KOR beta-arrestin-1 0.1%, KOR beta-arrestin-2 29%, MgcRacGAP inhibition -6%, NOD2 inhibition 15%, HIV peptide binding -1.1% and GPR55 activation -0.3%.
For Cc1ccc(/C=C(/NC(=O)c2ccccc2)C(=O)NCCc2c[nH]c3ccccc23)o1 the results were GPR55 antagonists -6%, SV40 large T antigen 5%, KOR beta-arrestin-1 6.8%, KOR beta-arrestin-2 -30%, MgcRacGAP inhibition 9%, NOD2 inhibition -1%, HIV peptide binding -4.7% and GPR55 activation -0.1%.
Cc1ccc(C(=O)OCc2nnc(-c3ccccc3)o2)o1 was read as NOD1 inhibition -7%, GPR55 antagonists 5%, SV40 large T antigen -1%, KOR beta-arrestin-1 3.4%, KOR beta-arrestin-2 -19%, MgcRacGAP inhibition 7%, NOD2 inhibition 11%, HIV peptide binding -0.4% and GPR55 activation -0.1%.
Screening COc1ccc(NC(=O)CN2C(=O)CSc3ccc(S(=O)(=O)N4CCC(C)CC4)cc32)cc1 returned NOD1 inhibition -18%, GPR55 antagonists 7%, SV40 large T antigen 9%, KOR beta-arrestin-1 -5.8%, KOR beta-arrestin-2 -13%, MgcRacGAP inhibition 9%, NOD2 inhibition 6%, HIV peptide binding -0.4% and GPR55 activation 0.3%.
Screening COc1ccc(C(=O)N/C(=C/c2cccs2)C(=O)NCCCn2ccnc2)cc1OC returned NOD1 inhibition 3%, GPR55 antagonists 18%, SV40 large T antigen 3%, KOR beta-arrestin-1 -3.0%, KOR beta-arrestin-2 -14%, MgcRacGAP inhibition 5%, NOD2 inhibition 13%, HIV peptide binding 1.5% and GPR55 activation 0.2%.
Screening COc1ccc(C(=O)COC(=O)CNC(=O)c2cccs2)cc1Br returned NOD1 inhibition -8%, GPR55 antagonists -7%, SV40 large T antigen 5%, KOR beta-arrestin-1 1.7%, KOR beta-arrestin-2 -9%, MgcRacGAP inhibition 1%, NOD2 inhibition -18%, HIV peptide binding 1.0% and GPR55 activation -0.2%.
Screening O=C1CSC(=S)N1c1cccnc1 returned NOD1 inhibition 12%, GPR55 antagonists 5%, SV40 large T antigen 18%, KOR beta-arrestin-1 -3.2%, KOR beta-arrestin-2 11%, MgcRacGAP inhibition 7%, NOD2 inhibition -9%, HIV peptide binding 2.9% and GPR55 activation 0.3%.
